GRK2 inh: blocks RNA aptamer binding to human GRK2. inhibition of aptamer binding, % at 10 µM. hit rate 0.59% among 330,000. bead flow cytometry, FAM-aptamer displacement from GRK2. P25098;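 active means inhibition of aptamer binding above 40%, roughly 3 SD of noise, on plates passing a quality check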;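 further: median bead fluorescence of bound FAM aptamer so fluorescent compounds give negative values; no value below 0 was filed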
Target sequence (P25098 whole entry, looked up): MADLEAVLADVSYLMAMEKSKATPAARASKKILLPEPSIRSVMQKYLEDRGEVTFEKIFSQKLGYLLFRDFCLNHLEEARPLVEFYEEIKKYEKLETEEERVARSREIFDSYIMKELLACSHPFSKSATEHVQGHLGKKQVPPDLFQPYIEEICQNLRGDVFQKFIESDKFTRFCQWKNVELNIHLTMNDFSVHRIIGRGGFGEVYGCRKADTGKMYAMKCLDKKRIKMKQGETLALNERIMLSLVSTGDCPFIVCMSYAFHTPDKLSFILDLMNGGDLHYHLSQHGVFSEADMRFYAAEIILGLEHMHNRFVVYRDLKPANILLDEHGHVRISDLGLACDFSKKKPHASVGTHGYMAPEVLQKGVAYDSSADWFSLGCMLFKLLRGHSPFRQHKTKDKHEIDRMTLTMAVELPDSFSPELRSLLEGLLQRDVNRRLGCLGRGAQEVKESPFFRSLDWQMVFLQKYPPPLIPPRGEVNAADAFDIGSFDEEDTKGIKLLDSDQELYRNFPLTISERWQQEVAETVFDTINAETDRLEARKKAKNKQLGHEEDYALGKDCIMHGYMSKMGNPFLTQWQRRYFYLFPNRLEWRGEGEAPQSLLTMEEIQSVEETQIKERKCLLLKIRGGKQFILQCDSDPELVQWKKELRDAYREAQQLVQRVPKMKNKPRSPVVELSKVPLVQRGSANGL
LAP4 TOR yeast: yeast TOR pathway LAP4-GFP modulation; S. cerevisiae LAP4-GFP multiplex, flow cytometry GFP, 3 h; median GFP as percent of DMSO wells; GFP response vs DMSO, % at 10 µM; hit rate 0.34% among 320,000; AID 2023;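 active means GFP response vs DMSO above a set limit, about the screen mean plus 3 SD, cut at about 150% in these data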
AGP1-GFP MLPCN: yeast TOR pathway AGP1-GFP modulation | S. cerevisiae AGP1-GFP multiplex flow cytometry, 3 h; GFP as percent of DMSO wells | GFP response vs DMSO, % at 10 µM | hit rate 0.02% among 320,000 | AID 2066;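 active means GFP response relative to DMSO above a set limit, near screen average plus 3 SD, cut at about 150% in these data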;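 further: median GFP channel fluorescence of the gated AGP1 strain per well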
RPL19A-GFP yeast: yeast TOR pathway RPL19A-GFP modulation; S. cerevisiae RPL19A-GFP strain, flow cytometry, 3 h; stronger effect = lower value; percent response vs DMSO, % at 10 µM; hit rate 0.3% among 330,000; AID 2025;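 active means percent response vs DMSO below 50%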;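 further: median channel GFP fluorescence of the barcoded RPL19A-GFP strain; ratio of sample median GFP to plate DMSO average so 100% = DMSO; lower means less RPL19A-GFP as with rapamycin TOR inhibition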
MEP2 TOR yeast: alters MEP2-GFP fluorescence in TOR pathway yeast screen | S. cerevisiae MEP2-GFP strain, flow cytometry GFP, 3 h; 100% = DMSO control level | GFP response vs DMSO, % at 10 µM | hit rate 0.51% among 330,000;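 active means GFP response versus DMSO above a set limit, roughly screen mean plus 3 SD, cut at about 180% in these data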;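 further: median GFP fluorescence of the barcode-gated MEP2-GFP cells per well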
CIT2-GFP yeast: alters CIT2-GFP fluorescence in TOR pathway yeast screen; hit rate 0.065% among 320,000; GFP response vs DMSO, % at 10 µM; S. cerevisiae CIT2-GFP strain, flow cytometry, 3 h; 100 means same as DMSO wells;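 active means GFP response relative to DMSO above a set limit, near the screen mean plus 3 SD, cut at about 150% in these data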;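 further: ratio of well median GFP fluorescence to mean of DMSO wells on the plate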
VLA-4 inh: inhibition in a human VLA-4 binding assay; P13612; VLA-4 expressing cells, ligand binding flow cytometry; inhibition, % (about 7 µM as worked out from the volumes in the protocol); hit rate 0.2% among 330,000; AID 2557; in the data active means inhibition above about 50%
GASC-1 inh: human JMJD2C demethylase inhibition; Q9H3R0; GST-JMJD2C(1-420) H3K9me3 demethylation, DELFIA europium; inhibition, % at 2.35 µM; hit rate 0.069% among 330,000;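 active means more than half of a compound's replicate wells show inhibition beyond 50%, single wells judged on their own value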;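 further: signal counts dimethyl H3K9 product captured on neutravidin plate; 0% = median of DMSO wells and 100% = 0.3 times that DMSO median; strong numbers were not always called active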
Target sequence (Q9H3R0 1-420 limits assumed): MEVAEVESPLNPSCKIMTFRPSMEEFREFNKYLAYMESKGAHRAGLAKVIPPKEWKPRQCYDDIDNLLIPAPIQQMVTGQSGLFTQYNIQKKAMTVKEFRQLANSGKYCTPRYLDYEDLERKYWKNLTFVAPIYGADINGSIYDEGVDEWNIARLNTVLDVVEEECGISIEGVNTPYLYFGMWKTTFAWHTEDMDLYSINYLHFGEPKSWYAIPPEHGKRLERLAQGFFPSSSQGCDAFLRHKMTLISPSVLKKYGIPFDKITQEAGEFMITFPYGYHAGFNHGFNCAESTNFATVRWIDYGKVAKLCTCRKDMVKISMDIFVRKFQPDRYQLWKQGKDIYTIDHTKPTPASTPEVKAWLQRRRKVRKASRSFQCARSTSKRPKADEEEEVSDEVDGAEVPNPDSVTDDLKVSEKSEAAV
Starred values were filed as active, the others as inactive; i = inactive; x = no result given; & = joins results of further samples.

SMILES | GRK2 inh | LAP4 TOR yeast | AGP1-GFP MLPCN | RPL19A-GFP yeast | MEP2 TOR yeast | CIT2-GFP yeast | VLA-4 inh | GASC-1 inh
CCCc1cc(=O)n2c(nc3ccccc32)[nH]1 | 4 | 101 | 104 | 101 | 110 | 100 | 12 | 3
O=C(COc1ccc(Br)cc1)Nc1ccccc1C(=O)NC1CC1 | 2 | 117 | 105 | 100 | 96 | 88 | 9 | -2
O=C(CN1C(=O)NC(c2ccc(F)cc2)C1=O)Nc1ccc2c(c1)OCCO2 (centres undefined) | 0 | 113 | 103 | 104 | 103 | 96 | -3 | 4
O=C(O)C1CCC(=O)N1C(=O)OCc1ccccc1 (centres undefined) | 0 | 97 | 105 | 105 | 103 | 100 | 13 | -4
Cc1ccc(NC(=O)CC(O)(C(F)(F)F)C(F)(F)F)cc1 | 1 | 99 | 101 | 103 | 104 | 99 | 5 | 5
O=C(N/N=C/c1ccc(Br)o1)/C(=C/c1ccc([N+](=O)[O-])cc1)NC(=O)c1ccccc1 | 0 | 95 | 95 | 100 | 98 | 105 | 31 | 3
Cc1ccc(NC(=O)[C@@H]2CCCN2S(=O)(=O)c2ccccc2F)cc1S(=O)(=O)N1CCOCC1 | 0 | 107 | 93 | 102 | 104 | 95 | -3 | 0
NS(=O)(=O)c1cccc(NC(=O)CSc2nnc(C3CC3)n2Cc2ccccc2)c1 | 0 | 98 | 102 | 98 | 96 | 100 | -1 | 7
Cc1ccc(S(=O)(=O)NCC(=O)OCC(=O)N2C(C)CCCC2C)cc1 (centres undefined) | 0 | 101 | 105 | 98 | 103 | 107 | 3 | 1
O=C(O)c1cc([N+](=O)[O-])cc([N+](=O)[O-])c1N1CCN(c2cccc(C(F)(F)F)c2)CC1 | 0 | 86 | 95 | 101 | 104 | 96 | 1 | 0
COc1ccccc1/C=C/C(=O)NC(=S)NC(C)C | 0 | 106 | 106 | 105 | 102 | 109 | -9 | 7
O=C(O)c1cccc(NC(=O)C23CC4CC(C2)CC(n2cnc(Cl)n2)(C4)C3)c1 | 3 | 100 | 107 | 100 | 105 | 105 | 7 | 10
O=C(Oc1ccc(C(=S)N2CCOCC2)cc1)c1ccccc1 | 0 | 118 | 87 | 86 | 87 | 84 | -5 | 17
COc1ccc(N2CCN(C(=O)c3ccc4c(Cl)c5c(nc4c3)CCCC5)CC2)cc1 | 2 | 109 | 101 | 103 | 99 | 95 | 7 | 0
NC(=O)c1ccsc1NC(=O)c1cc(=O)c2ccccc2o1 | 2 | 96 | 100 | 102 | 96 | 106 | 14 | x
Cc1sc2nc(C3CC3)nc(NCCNS(=O)(=O)c3ccccc3)c2c1C | 1 | 78 | 83 | 115 | 97 | 86 | 26 | 5
COc1ccc(-c2coc3cc4oc(=O)cc(C)c4cc23)cc1F | 0 | 100 | 93 | 93 | 101 | 93 | -10 | 2
COc1ccc(NC(=O)NNC(=O)c2ccc(-c3ccccc3)cc2)cc1 | 0 | 93 | 99 | 97 | 106 | 104 | 3 | 2
Cc1cccc(C(=O)Nc2sc(-c3ccccc3)cc2C(=O)O)c1 | 6 | 126 | 77 | 78 | 95 | 92 | -12 | -9
CC(=O)c1cccc(N(CC(=O)NC2CCCC2)C(=O)CNC(=O)c2cccs2)c1 | 3 | 93 | 100 | 108 | 106 | 104 | -13 | 7
Cc1cc(C(=O)NNC(=S)NCC(C)C)no1 | 0 | 102 | 99 | 100 | 102 | 108 | 8 | 1
CCc1nnc(NC(=O)CSc2nnnn2-c2cccc(C(=O)OC)c2)s1 | 1 | 88 | x | 88 | 86 | 84 | 0 | 2
O=C(CSc1nnnn1C1CC1)Nc1cc(S(=O)(=O)N2CCCC2)ccc1Cl | 0 | 113 | 111 | 109 | 109 | 110 | 29 | 3
O=C(Nc1cc(Cl)ccn1)C1CCN(S(=O)(=O)c2cccs2)CC1 | 2 | 102 | 101 | 104 | 108 | 97 | -1 | 5
COc1ccc(CC(=O)NC(C)c2nnc(SCC(=O)Nc3nc(C)cs3)n2C)cc1 (centres undefined) | 0 | 108 | 109 | 106 | 106 | x | 1 | -32&1
CCN(CC)C(=O)CSc1nnnn1-c1ccc(F)c(Cl)c1 | 0 | 100 | 101 | 99 | 106 | 101 | -6 | 17
COC(=O)C1(C)NC(c2ccc(O)cc2)C2C(=O)N(c3ccccc3)C(=O)C21 (centres undefined) | 2 | 92 | 102 | 100 | 106 | 111 | -1 | -4
CCCCOc1ccc(-c2cnc3ccccc3n2)cc1 | 0 | 91 | 96 | 99 | 100 | 106 | 25 | -9
CCOc1cccc(N(C(=O)CCC(=O)Nc2cc(C)on2)C(C(=O)NC(C)(C)C)c2ccc(OC)cc2)c1 (centres undefined) | 5 | 91 | 96 | 103 | 105 | 103 | -1 | -4
COC(=O)Cc1c(C)nc2nc[nH]n2c1=O | 0 | 98 | 99 | 97 | 101 | 85 | -20 | -7
CCCCn1nc(C(=O)Nc2cc(S(=O)(=O)N(C)C)ccc2C)c2ccccc2c1=O | 0 | 93 | 103 | 100 | 99 | 106 | -7 | 27
FC(F)(F)c1ccccc1NC(=S)N1CCN(c2ccccn2)CC1 | 3 | 101 | 99 | 111 | 102 | 79 | 3 | 1
COc1ccc(Cc2nnc(NN)[nH]c2=O)cc1OC | 0 | 116 | 116 | 100 | 103 | 113 | 1 | -3
Oc1ccc(N2CCN(Cc3c(-c4ccccc4)nc4ccccn34)CC2)cc1 | 0 | 87 | 98 | 95 | 95 | 108 | -6 | -2
CN(C)CCn1cnc2c(c1=N)C(c1ccccc1)c1ccc3ccccc3c1O2 (centres undefined) | 0 | x | 113 | 104 | 109 | 102 | 14 | 3
COc1cc(NC(=O)CCCSc2nc(-c3ccco3)cc(C(F)(F)F)n2)cc(OC)c1OC | 1 | 96 | 97 | 94 | 97 | 100 | 1 | 5

17 structures from above, ordered by number of heavy atoms, falling:
SMILES | GRK2 inh | LAP4 TOR yeast | AGP1-GFP MLPCN | RPL19A-GFP yeast | MEP2 TOR yeast | CIT2-GFP yeast | VLA-4 inh | GASC-1 inh
CCOc1cccc(N(C(=O)CCC(=O)Nc2cc(C)on2)C(C(=O)NC(C)(C)C)c2ccc(OC)cc2)c1 (centres undefined) | 5 | 91 | 96 | 103 | 105 | 103 | -1 | -4
COc1cc(NC(=O)CCCSc2nc(-c3ccco3)cc(C(F)(F)F)n2)cc(OC)c1OC | 1 | 96 | 97 | 94 | 97 | 100 | 1 | 5
COc1ccc(N2CCN(C(=O)c3ccc4c(Cl)c5c(nc4c3)CCCC5)CC2)cc1 | 2 | 109 | 101 | 103 | 99 | 95 | 7 | 0
NS(=O)(=O)c1cccc(NC(=O)CSc2nnc(C3CC3)n2Cc2ccccc2)c1 | 0 | 98 | 102 | 98 | 96 | 100 | -1 | 7
Oc1ccc(N2CCN(Cc3c(-c4ccccc4)nc4ccccn34)CC2)cc1 | 0 | 87 | 98 | 95 | 95 | 108 | -6 | -2
O=C(CSc1nnnn1C1CC1)Nc1cc(S(=O)(=O)N2CCCC2)ccc1Cl | 0 | 113 | 111 | 109 | 109 | 110 | 29 | 3
Cc1sc2nc(C3CC3)nc(NCCNS(=O)(=O)c3ccccc3)c2c1C | 1 | 78 | 83 | 115 | 97 | 86 | 26 | 5
Cc1ccc(S(=O)(=O)NCC(=O)OCC(=O)N2C(C)CCCC2C)cc1 (centres undefined) | 0 | 101 | 105 | 98 | 103 | 107 | 3 | 1
FC(F)(F)c1ccccc1NC(=S)N1CCN(c2ccccn2)CC1 | 3 | 101 | 99 | 111 | 102 | 79 | 3 | 1
COc1ccc(-c2coc3cc4oc(=O)cc(C)c4cc23)cc1F | 0 | 100 | 93 | 93 | 101 | 93 | -10 | 2
O=C(Oc1ccc(C(=S)N2CCOCC2)cc1)c1ccccc1 | 0 | 118 | 87 | 86 | 87 | 84 | -5 | 17
CCN(CC)C(=O)CSc1nnnn1-c1ccc(F)c(Cl)c1 | 0 | 100 | 101 | 99 | 106 | 101 | -6 | 17
Cc1ccc(NC(=O)CC(O)(C(F)(F)F)C(F)(F)F)cc1 | 1 | 99 | 101 | 103 | 104 | 99 | 5 | 5
COc1ccc(Cc2nnc(NN)[nH]c2=O)cc1OC | 0 | 116 | 116 | 100 | 103 | 113 | 1 | -3
O=C(O)C1CCC(=O)N1C(=O)OCc1ccccc1 (centres undefined) | 0 | 97 | 105 | 105 | 103 | 100 | 13 | -4
CCCc1cc(=O)n2c(nc3ccccc32)[nH]1 | 4 | 101 | 104 | 101 | 110 | 100 | 12 | 3
COC(=O)Cc1c(C)nc2nc[nH]n2c1=O | 0 | 98 | 99 | 97 | 101 | 85 | -20 | -7

Further entries
SMILES | GRK2 inh | LAP4 TOR yeast | AGP1-GFP MLPCN | RPL19A-GFP yeast | MEP2 TOR yeast | CIT2-GFP yeast | VLA-4 inh | GASC-1 inh
CN(C)CCCn1c(=S)[nH]c2sc3c(c2c1=O)CCCC3 | 0 | 91 | 96 | 96 | 97 | 101 | 7 | 1
Oc1ccccc1/C=N/Nc1nc2ccccc2o1 | 2 | 107 | 102 | 106 | 105 | 103 | -1 | -3
COc1ccc2nc(NC(=O)CCNC(=O)c3ccco3)sc2c1 | 1 | 84 | 91 | 95 | 96 | 96 | 5 | 3
O=C(OCc1cccc(F)c1)c1ccc2c(=O)n3c(nc2c1)CCC3 | 3 | 90 | 104 | 115 | 116 | 108 | -1 | -2
O=C(Nc1ccc(F)cc1)Nc1nnc(-c2ccco2)s1 | 3 | 107 | 87 | 95 | 66 | 94 | 0 | -18
O=C(O)COCCN1CCN([C@H](c2ccccc2)c2ccc(Cl)cc2)CC1 | 0 | 85 | 88 | 94 | 88 | 89 | 3 | -36
COCCn1nnnc1C(c1cc2cc(OC)c(OC)cc2[nH]c1=O)N1CCN(c2ccc(O)cc2)CC1 (centres undefined) | 0 | 98 | 98 | 99 | 98 | 87 | 2 | 6
CC(C)(C)c1nc(CN2CCOCC2)ccc1O | 0 | 90 | 98 | 99 | 97 | 97 | 2 | 2
C[C@H](/C=C/[C@@]1(O)[C@H](C)C[C@H](O)CC1(C)C)O[C@@H]1O[C@H](CO)[C@@H](O)[C@H](O)[C@H]1O | 2 | 101 | 97 | 96 | 100 | 97 | 10 | x
O=C(Nc1cccc(NC(=O)c2cccs2)c1)c1ccc([N+](=O)[O-])o1 | 1 | 103 | 111 | 102 | 97 | 105 | 27 | -5
CCN(CC)CCNC(=O)c1cn(CC)c2ccc(S(=O)(=O)N(C)C3CCCCC3)cc2c1=O | 0 | 96 | 101 | 95 | 101 | 99 | 15 | -15
COc1cc(/C=N\Nc2nncn2N)ccc1OC(C)=O | 0 | 100 | 106 | 108 | 112 | 108 | -3 | 2
O=C(N/C(=C/c1cccc(Br)c1)c1nc(=S)[nH][nH]1)c1ccccc1 | 5 | 92 | 102 | 96 | 108 | 105 | 8 | -3
CC(=O)Nc1ccccc1C(=O)C(=O)Nc1ccc(C(=O)NCC2CCCO2)cc1 (centres undefined) | 2 | 100 | 116 | 104 | 102 | 105 | 0 | -43
Cc1c(C(=O)N2CCCC2)c(S(=O)(=O)Nc2cccc(Br)c2)c(C)n1C | 1 | 93 | 98 | 100 | 101 | 97 | 13 | 5
O=S(=O)(Cc1ccccc1)N1CCc2ccccc21 | 18 | 140 | 101 | 96 | 132 | 113 | i | 2

2 records drawn at random from those above, as already listed:
SMILES | GRK2 inh | LAP4 TOR yeast | AGP1-GFP MLPCN | RPL19A-GFP yeast | MEP2 TOR yeast | CIT2-GFP yeast | VLA-4 inh | GASC-1 inh
O=S(=O)(Cc1ccccc1)N1CCc2ccccc21 | 18 | 140 | 101 | 96 | 132 | 113 | i | 2
O=C(N/C(=C/c1cccc(Br)c1)c1nc(=S)[nH][nH]1)c1ccccc1 | 5 | 92 | 102 | 96 | 108 | 105 | 8 | -3

Source: PubChem BioAssay
